Screening results: PubChem BioAssay, National Center for Advancing Translational Sciences (NCATS)
Vif-A3G inh: inhibitors of Vif-APOBEC3G interaction | HeLa A3G-eYFP + Vif (tagged APOBEC3G with the HIV-1 protein that degrades it), YFP fluorescence, overnight | AID 602310 | Potency, µM (titrated, usually from 46.1 µM), inactives show top-dose activity, negative = active, actives largely listed as inhibitors | Q9HC16 | 0.076% of 410,000 active;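 also: potency is read from the fitted curve at half-maximal effect; % is scaled to controls: 0 for no effect and ±100 for the full control effect; nearly all actives have a fitted effect of over 60% in size; hits raise eYFP signal because A3G escapes Vif-driven loss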
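HeLa cells stably expressing Vif and C-terminally eYFP-tagged A3G, seeded overnight at 37 deg C, then exposed to compound by pintool overnight at 37 deg C. Rise in yellow fluorescence (Ex 488/Em 500-530, Acumen) marks blocked Vif-driven A3G degradation.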
RGS4 inh: blocks human RGS4-accelerated GTP hydrolysis. P49798. Transcreener GDP fluorescence polarization, RGS4-accelerated GTP hydrolysis. 0.039% of 390,000 active. Potency, µM (highest dose often 114 µM), without a hit: top-dose activity change, negative = inhibition, actives largely listed as inhibitors; also: potency is read from the fitted curve at half-maximal effect; % is scaled to controls: 0 for no effect and ±100 for the full control effect; nearly all actives have a fitted effect of over 75% in size; some results filed as inactive show a strong effect at the top dose
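MLSMR compounds (23 nl, pin-transferred) preincubated 10 min at room temperature with a 500nM (2x) first reagent, then RGS4 at 900nM (2x) plus Transcreener GDP mix added; fluorescence polarization (620/688 nm) read before and after 90 min at 30 °C.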
LDHA block: inhibitors of human lactate dehydrogenase A. P00338. purified LDHA, NADH/diaphorase-resazurin fluorescence; active compounds read low. activity change, % (values are at about 110 or 230 µM). 0.15% of 480,000 active; in the data active = activity change below about -30%; inconclusive = mostly about -25% to -30%;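 also: plate controls were DMSO wells for no effect and wells without enzyme for full effect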
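Resorufin fluorescence (ex540/em590), read at 0 and 20 min after diaphorase/resazurin addition, reports the NADH left after a 5 min room-temperature reaction of 2 nM human LDH5 with 0.06 mM NADH and 0.2 mM pyruvate.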
Vif-A3F inh: inhibitors of Vif-A3F interaction | HeLa A3F-eYFP + Vif (tagged APOBEC3F with the HIV-1 protein that degrades it), YFP fluorescence increase | Potency, µM (highest dose often 46.1 µM), inactives show at the top dose activity, negative = active | 0.2% of 390,000 active; also: potency is read from the fitted curve at half-maximal effect; % of control where 0% means no effect; nearly all actives have a fitted effect of over 65% in size
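HeLa cells stably expressing Vif plus C-terminally eYFP-tagged A3F were seeded, incubated overnight at 37 deg C, dosed with compound, incubated overnight again at 37 deg C. Yellow fluorescence (Ex 488/Em 500-530) reported blocked Vif-mediated A3F-eYFP degradation.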
TrxR1 substrate: rat thioredoxin reductase 1 substrate activity. O89049. purified TrxR1 substrate turnover, NADPH consumption readout. Potency, µM (top dose mostly 114 µM), for inactives: at the top dose activity change, negative = substrate turnover. 0.01% of 390,000 active. AID 588456; also: potency is read from the fitted curve at half-maximal effect; % is scaled to controls: 0 for no effect and ±100 for the full control effect; nearly all actives have a fitted effect of over 50% in size
Target sequence (O89049 whole entry, looked up): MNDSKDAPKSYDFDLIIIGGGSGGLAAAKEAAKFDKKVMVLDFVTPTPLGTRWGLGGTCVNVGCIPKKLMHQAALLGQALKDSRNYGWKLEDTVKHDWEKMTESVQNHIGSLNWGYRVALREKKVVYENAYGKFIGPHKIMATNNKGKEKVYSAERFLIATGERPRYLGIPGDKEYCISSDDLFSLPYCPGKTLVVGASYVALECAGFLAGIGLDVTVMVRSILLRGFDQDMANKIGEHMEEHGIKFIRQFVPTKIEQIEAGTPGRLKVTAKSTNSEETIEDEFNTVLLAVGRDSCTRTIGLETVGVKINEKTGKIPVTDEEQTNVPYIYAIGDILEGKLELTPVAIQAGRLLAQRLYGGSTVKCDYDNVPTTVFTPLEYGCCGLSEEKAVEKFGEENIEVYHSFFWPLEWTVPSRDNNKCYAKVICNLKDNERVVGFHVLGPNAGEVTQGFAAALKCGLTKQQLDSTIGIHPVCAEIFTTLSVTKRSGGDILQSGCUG
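Rat TrxR1, dispensed at 90 nM, was prereduced with 400 uM NADPH (final) for 5 min at ~22 deg C, then incubated with compound 15 min before 400 uM selenite. A first-read NADPH fluorescence drop versus no-compound background flagged substrates.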
Glioma ERSR ind: induces the endoplasmic reticulum stress response in human glioma cells; Potency, µM, inactives show at the top dose activation, actives largely listed as activators; 0.02% of 420,000 active; U87-MG GRP78 promoter luciferase reporter, 16 h; AID 602332; also: potency is read from the fitted curve at half-maximal effect; series mostly up to about 76 µM; % of control where 0% means no effect; nearly all actives have a fitted effect of over 35% in size
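Stably transfected U87-MG glioma cells carrying a GRP78-based luciferase sensor; 16 h compound incubation. Luminescence end-point read 10 min after Bright-Glo addition at room temperature.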
USP1 inh: USP1/UAF1 (human) deubiquitinase inhibition; recombinant USP1/UAF1, Ub-Rhodamine cleavage fluorescence; Potency, µM (series often up to 57.1 µM), for inactives: at the highest dose activity change, negative = inhibition, most hits filed as inhibitors; 0.23% of 390,000 active; AID 743255; also: potency is read from the fitted curve at half-maximal effect; % is scaled to controls: 0 for no effect and ±100 for the full control effect; nearly all actives have a fitted effect of over 60% in size; inactives centre near -12
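USP1/UAF1 complex at 1 nM was preincubated with compound for 15 min at room temperature, then Ub-Rho substrate (150nM final) was added. Fluorescence (480/540 nm) was read kinetically, 6 reads every 60 seconds.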
IDH1 R132H inh: human IDH1 R132H inhibition; IDH1-R132H enzyme, NADPH consumption, diaphorase/resazurin fluorescence; Potency, µM (highest dose often 76.6 µM), without a hit: at the highest dose activity change, negative = inhibition, most hits filed as inhibitors; 0.093% of 390,000 active; AID 602179; also: potency is read from the fitted curve at half-maximal effect; % is scaled to controls: 0 for no effect and ±100 for the full control effect; nearly all actives have a fitted effect of over 65% in size
Target sequence (O75874 whole entry R132H, stated change not applied): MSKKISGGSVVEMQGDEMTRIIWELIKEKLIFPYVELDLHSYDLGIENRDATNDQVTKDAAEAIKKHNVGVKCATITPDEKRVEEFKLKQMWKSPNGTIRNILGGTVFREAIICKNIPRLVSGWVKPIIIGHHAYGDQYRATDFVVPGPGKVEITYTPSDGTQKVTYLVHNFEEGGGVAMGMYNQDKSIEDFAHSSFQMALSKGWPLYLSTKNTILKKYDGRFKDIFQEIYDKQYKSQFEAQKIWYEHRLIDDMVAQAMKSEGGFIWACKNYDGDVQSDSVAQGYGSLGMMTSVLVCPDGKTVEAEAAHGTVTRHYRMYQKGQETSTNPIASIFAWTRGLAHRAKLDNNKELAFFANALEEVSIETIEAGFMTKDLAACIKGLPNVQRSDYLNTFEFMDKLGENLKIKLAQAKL
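IDH1-R132H (0.5 ug/mL) preincubated 30 min with compound, then NADPH (0.016 mM) and alpha-KG (2 mM) added; 80 min at RT, pH 7.5. Remaining NADPH coupled via diaphorase/resazurin to fluorescence (540/590 nm); concentration-response curves normalized to no-enzyme control.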
rTrxR1 inhibitor: rat TrxR1 inhibition; O89049; recombinant rTrxR1, NADPH fluorescence consumption, selenite substrate; Potency, µM (series often up to 114 µM), for the others: top-dose activity change, negative = inhibition, actives largely listed as inhibitors; 1% of 390,000 active; AID 588453; also: potency is read from the fitted curve at half-maximal effect; % is scaled to controls: 0 for no effect and ±100 for the full control effect; nearly all actives have a fitted effect of over 65% in size
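Rat TrxR1 (90 nM in the dispensed reagent) was pre-reduced with 400 uM NADPH for 5 min at room temperature, then incubated with compound for 15 min. After 400 uM selenite was added, NADPH fluorescence (Ex 340/Em 450 nm) was followed for 8 min.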
Active calls of the source: *; ? = inconclusive; & = joins results of further samples; [ ] = another dose, or the depositor's remark. Unless noted, calls follow the shape of the dose curve; as a rule, active = well fitted curve in the direction sought with a large enough effect; inconclusive = small, poorly fitted or top-dose-only effect, or another doubt; inactive = no such curve, though single readings can be large; an effect the other way counts as inactive or inconclusive. Some of the compounds tested, so the mix of outcomes need not match the whole.

Screens in order: Vif-A3G inh | Glioma ERSR ind | LDHA block | IDH1 R132H inh | Vif-A3F inh | RGS4 inh | rTrxR1 inhibitor | TrxR1 substrate | USP1 inh
CCn1cc([N+](=O)[O-])c(C(=O)NCc2ccc3c(c2)OCO3)n1
→ 7.8% | -1.0% | -3.2 | 5.5% | -28.8% | -6.9% | 8.3% | 3.8% | -15.5%
CCN1C(c2ccc(F)cc2)=CS/C1=C(\C#N)c1nnc2n1-c1ccccc1SC2
→ 3.0% | -3.6% | -9.6 | 5.5% | 0.9% | -11.0% | 15.2% | 7.5%[57.1 µM] | -18.4%
Cc1cccc(OCC2Cn3c(nc4c3c(=O)[nH]c(=O)n4C)O2)c1 (stereo not drawn)
→ 0.6% | -3.0% | -3.4 | 6.0% | 8.6% | 9.7% | -1.7%[57.1 µM] | -5.8%[57.1 µM] | -11.1%
CC(C)C(=O)Nc1nnc(NC(=S)Nc2ccccc2)s1
→ 0.7% | 6.2% | 3.3 | 0.3% | ? | -45.7% | 10µM* | 2.4%[57.1 µM] | -15.9%
Cc1cc(CNC(=O)c2ccc3nc(Cc4ccccc4F)oc3c2)nn1C
→ -0.1% | 4.3% | 1.0 | -12.9% | ? | 22.9% | 18.2% | -0.3% | -17.9%
O=C(NCC1CCN(Cc2cccc(F)c2)CC1)c1cc2ccc3cccnc3c2[nH]1
→ 6.2% | -3.0% | 1.5 | 5.9% | -1.9% | 0.4% | 11.9% | 3.6% | -18.2%
CC(C)CC(=O)NS(=O)(=O)c1ccc(N)cc1
→ 1.9% | 2.6% | -3.3 | 5.6% | 2.2% | 1.5% | 11.9%[57.1 µM] | -1.6%[57.1 µM] | -9.6%
CC1(C)C(C#N)=C(N)OC2=C1C(=O)CCC2
→ 1.3% | -2.5% | 0.9 | 5.1% | 0.7% | -8.2% | 5.6% | -4.3% | -17.4%
Cc1ccc(C2CC(c3ccccc3C)n3nc(N)nc3N2)cc1 (stereo not drawn)
→ 0.9% | -1.7% | -2.0 | 0.5% | 2.1% | 0.6% | 6.8%[57.1 µM] | 7.4%[57.1 µM] | -4.2%
COc1ccc(-c2csc(-c3nc(-c4ccc(Br)s4)cs3)n2)cc1F
→ 2.9% | -2.5% | -13.1 | -18.3% | -0.8% | 8.7% | 18.3% | -2.6% | -5.4%
c1cc2nnnn2nc1N1CCCCCC1
→ 0.2% | 1.4% | -5.7 | -2.7% | 3.6% | 17.3% | 23.1%[57.1 µM] | 13.9%[57.1 µM] | -2.2%
CCOC(=O)CSc1nnc(COc2ccc3ccccc3c2)o1
→ 0.9% | 3.0% | 4.3 | 7.0% | 5.8% | -60.3%[56.9 µM] | 5.6% | -4.2% | -20.5%
CC(C)CN1CCC(=O)N(CCSc2ccc(Br)cc2)CC1
→ -0.7%&-13.5% | -1.1%&0.7% | -7.8 | 6.7% | -5.3% | 8.8%&17.6% | -11.3% | -8.5% | -6.8%
COc1cccc(S(=O)(=O)Nc2cccc(C(=O)N3CCCC3)c2)c1
→ 4.6% | -3.8% | -3.3 | 20.6% | 0.8% | -7.9% | 20.7% | 3.1% | -15.3%
Cc1cc(OCc2cc(C(=O)NCc3cc(C(C)C)no3)no2)cc(C)c1Cl
→ -3.1% | -4.7% | -2.1 | 0.7% | -25.6% | 15.6% | 7.9% | 3.3% | -8.6%
C/C(=N\NC(=O)c1ccncc1)c1ccc(NC(=O)c2ccc(Cl)cc2)cc1
→ -6.2% | 5.0% | -3.4 | 13.3% | -0.4% | 2.9% | 24.4% | 9.7% | -25.9%
CCOc1ccc(S(=O)(=O)NCCC(=O)N2CCCC(C)C2)cc1 (stereo not drawn)
→ -0.1% | -2.7% | -6.9 | 2.8% | -10.0% | -10.8% | 20.4% | 4.3% | -14.7%
COc1ccc(NC(=O)c2nc[nH]c2C(=O)N2CCN(C(=O)OC(C)(C)C)CC2)cc1
→ 0.8% | -3.7% | -6.0 | -9.7%[38.3 µM] | 0.8% | -0.5% | 18.0% | -1.4% | -13.9%
Nc1nc2ccccc2n1Cc1ccc(Cl)c(Cl)c1
→ -0.9% | -5.1% | -9.9 | -9.9% | 3.5% | 21.7% | 19.7% | 1.9% | -13.8%
NC(=O)c1ccc(NC(=O)COC(=O)C2(c3cccc(F)c3)CCCC2)cc1
→ -2.4% | -2.3% | 0.3 | -7.9% | -13.5% | 12.8% | 15.4% | -10.7% | -10.2%

Copied from the list:
In TrxR1 substrate, CCN1C(c2ccc(F)cc2)=CS/C1=C(\C#N)c1nnc2n1-c1ccccc1SC2 is entered as 7.5%[57.1 µM]
In Glioma ERSR ind, CC(C)CC(=O)NS(=O)(=O)c1ccc(N)cc1 is entered as 2.6%

(next part)
Screens in order: Vif-A3G inh | Glioma ERSR ind | LDHA block | IDH1 R132H inh | Vif-A3F inh | RGS4 inh | rTrxR1 inhibitor | TrxR1 substrate | USP1 inh
COc1ccc2[nH]c3c(=O)n(Cc4ccncc4)cnc3c2c1
→ -7.0% | -0.9% | -3.8 | 3.2% | 0.4% | 11.8% | 25.6% | 118.3%[activator] | -23.4%
COCCNC(=O)c1ccc2c(c1)N(Cc1ccc(C(F)(F)F)cc1)C(=O)c1ccccc1S2
→ -6.9% | -1.6% | 3.2 | -3.9% | -5.0% | -15.8% | 24.6% | -9.1% | ?
O=C(NCc1ccccn1)C(=O)NCC1OCCN1S(=O)(=O)c1ccc(Br)cc1 (stereo not drawn)
→ -1.3% | -3.5% | -9.4 | 2.4% | -22.6% | 18.5% | 0.2% | -4.3% | -5.8%
Brc1ccc(-c2cn3c(n2)CCc2ccc4cccnc4c2-3)cc1
→ -6.1% | 0.6% | 4.6 | 31.1%[activator] | -5.2% | -19.8% | 12.1% | 34.7%[activator] | -21.5%
Cc1ccc(Cn2c(SCc3ccc(C(=O)N4CCCCCC4)cc3)nc3ccncc32)cc1
→ -2.6% | -2.3% | -0.2 | 10.6% | -0.8% | -30.8% | -2.7% | 0.2% | 0.0%
COc1cc(/C=C2/CCC/C(=C\c3cc(O)c(OC)c(Cl)c3)C2=O)cc(Cl)c1O
→ ? | -9.4% | 12.1 | -14.6% | 6.31µM* | -22.6% | 0.3% | 2.7% | -21.9%
CCc1ccc(NC(=O)CSc2nc(O)cc(=O)n2C2CCCC2)cc1
→ 0.0% | -1.6% | -2.9 | 0.8% | -3.4% | -22.4% | 30.0%[57.1 µM] | -8.5%[57.1 µM] | -14.8%
O=C(CN1CCN(S(=O)(=O)c2ccc(Cl)s2)CC1)N1CCOCC1
→ -5.6% | -2.6% | 1.3 | 2.1% | -8.5% | 4.9% | -17.2%[57.1 µM] | 0.7%[57.1 µM] | 7.4%
Cc1ccc(-n2nc(C)c3c2OC(N)=C(C#N)C3c2ccccc2F)cc1 (stereo not drawn)
→ -7.1% | -2.7% | 3.9 | -3.6% | -9.0% | ? | -9.4%[0.457 µM] | 3.0% | 2.7%
Cc1ccc(OCCC(=O)OCC(=O)Nc2ccc(Cl)cn2)cc1
→ 0.6% | -8.0% | 1.0 | 0.1% | -0.4% | -36.5% | -11.4% | 4.1% | -9.8%
N#CC1=C(N)N(c2ccc(F)cc2)C(=O)C1
→ -2.0% | -3.1% | -6.1 | -8.9% | -2.1% | -21.4% | 16.9% | 10.8% | -21.6%
O=C1/C(=C\c2ccc(O)c(O)c2)SC(=S)N1Cc1ccccc1
→ 22.4µM* | -5.3% | 13.0 | ? | ? | -43.7% | -3.4%[57.1 µM] | -2.4%[57.1 µM] | -17.9%
O=C(CN1C(=O)N/C(=C\c2ccccc2OCc2ccc(C(=O)O)cc2)C1=O)Nc1ccccc1F
→ 2.3% | -4.1% | -9.1 | 7.7% | -1.2% | -10.8% | 23.8% | 7.9% | ?
O=c1[nH]c(=O)n(Cc2ccccc2)c2c1C(C(F)(F)F)(C(F)(F)F)N=C(c1ccco1)N2
→ -0.7% | 1.1% | -8.6&16.0 | 6.8% | -1.7% | -40.8% | -27.2% | -5.5% | -13.6%
O=C(Nc1nccs1)C(c1ccccc1)N1CCCC1 (stereo not drawn)
→ -1.4% | -1.0% | 2.1 | 4.0% | -2.9% | -12.8% | 13.9%[57.1 µM] | 8.5%[57.1 µM] | -5.4%
CC(C)(C)NC(=O)c1ccccc1NC(=O)C1CCCO1 (stereo not drawn)
→ 0.5% | -5.8% | -0.5 | -14.5% | 13.1% | -7.0% | 45.4% | 8.5% | -8.9%
CCOc1ccc(C(=O)CCC(=O)NN2C(=O)NC3(CCCCC3)C2=O)cc1
→ 2.9% | -0.4% | -0.3 | 6.6% | -5.2% | -14.9% | 15.3% | 4.5% | -19.2%
Cc1cccc2c(N=NC(=O)C(C)n3cnc4ccccc4c3=O)c(O)[nH]c12 (stereo not drawn)
→ -0.3% | -0.5% | 0.2 | 0.0% | -0.1% | -25.1% | 8.3% | 8.8% | -16.7%
